CHRM4 agonist: CHRM4 agonism in calcium assay | CHO-K1 hM4/Gqi5, Fluo-8 calcium fluorescence; vehicle 0%, full acetylcholine response 100% | activation, % at 3 µM | 360,000 tested, 0.14% active;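 active = activation above the run mean over all test wells plus 3 SD, cut at about 32% in these data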;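 note: peak over basal fluorescence ratio per well then scaled between controls; 0% = DMSO wells and 100% = acetylcholine at EC100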
Target sequence (P08173 whole entry, looked up): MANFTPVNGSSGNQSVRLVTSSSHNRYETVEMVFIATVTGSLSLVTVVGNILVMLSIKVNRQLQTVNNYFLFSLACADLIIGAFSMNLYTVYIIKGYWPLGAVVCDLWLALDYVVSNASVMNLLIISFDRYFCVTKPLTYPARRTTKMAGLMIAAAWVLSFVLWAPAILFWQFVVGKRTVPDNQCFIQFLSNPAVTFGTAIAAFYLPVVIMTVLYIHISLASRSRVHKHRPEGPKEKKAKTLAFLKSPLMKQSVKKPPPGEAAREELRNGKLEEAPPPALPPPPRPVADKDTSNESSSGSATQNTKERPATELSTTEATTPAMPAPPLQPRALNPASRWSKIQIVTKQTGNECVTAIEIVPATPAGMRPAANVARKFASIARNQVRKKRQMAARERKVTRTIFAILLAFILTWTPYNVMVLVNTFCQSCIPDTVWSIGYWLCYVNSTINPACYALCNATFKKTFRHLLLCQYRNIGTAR
CHRM4 PAM: positive allosteric modulators of human muscarinic M4 receptor. P08173. CHO-K1 hM4/Gqi5, Fluo-8 calcium fluorescence, ACh EC20; 0% = ACh EC20, 100% = maximal ACh. activation, % at 3 µM. 360,000 tested, 0.4% active;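 active = activation above its plate's cutoff, the mean activation of sample wells plus 3 SD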; note: some results filed as inactive read as strong as hits
CHO-K1 Ca antag: M1 antagonist counterscreen hit in parental CHO-K1 cells; ATP-induced calcium, Fluo-8 fluorescence; inhibition, % at 3 µM; 360,000 tested, 0.6% active;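 active = inhibition above a per-plate cutoff, the plate's mean sample inhibition plus 3 SD, cut at about 24% in these data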;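 note: 0% = DMSO plus EC80 ATP and 100% = DMSO alone without ATP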
CHRM5 antagonist: antagonists of human muscarinic M5 receptor (CHRM5); P08912; CHO-hM5 cells, Fluo-8 calcium fluorescence, ACh EC80; inhibition, % at 3 µM; 360,000 tested, 0.59% active; AID 624040;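 active = inhibition above a per-plate cutoff, the mean of that plate's test compounds plus 3 SD, cut at about 27% in these data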;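 note: 0% = acetylcholine EC80 with DMSO and 100% = DMSO without agonist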
Target sequence (P08912 whole entry, looked up): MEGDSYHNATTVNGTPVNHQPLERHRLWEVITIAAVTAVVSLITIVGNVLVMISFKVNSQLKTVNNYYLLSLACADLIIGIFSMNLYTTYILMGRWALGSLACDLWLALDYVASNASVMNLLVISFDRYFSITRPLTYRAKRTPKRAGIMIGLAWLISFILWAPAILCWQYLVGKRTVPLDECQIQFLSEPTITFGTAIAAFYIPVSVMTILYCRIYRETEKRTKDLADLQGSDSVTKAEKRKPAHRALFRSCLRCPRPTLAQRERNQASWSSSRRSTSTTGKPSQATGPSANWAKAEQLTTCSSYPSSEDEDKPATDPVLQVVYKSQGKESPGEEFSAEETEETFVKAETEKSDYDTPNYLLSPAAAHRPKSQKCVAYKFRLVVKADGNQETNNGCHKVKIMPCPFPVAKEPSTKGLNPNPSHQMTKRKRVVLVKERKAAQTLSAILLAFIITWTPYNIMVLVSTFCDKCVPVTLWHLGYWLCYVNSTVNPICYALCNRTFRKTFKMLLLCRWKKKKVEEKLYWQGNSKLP
CHRM5 agonist: agonists of human muscarinic M5 receptor (CHRM5); CHO-K1 hM5 cells, Fluo-8 calcium fluorescence; 0% DMSO wells, 100% maximal acetylcholine response; activation, % at 3 µM; AID 624037; 360,000 tested, 0.19% active;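 active = activation above the run's mean over test compounds plus 3 SD, cut at about 23% in these data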;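 note: signal is peak over basal fluorescence ratio across the kinetic read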
M1 ag parental: nonselective activator or artifact in parental CHO-K1 cells. 360,000 tested, 0.48% active. activation, % at 3 µM. AID 602248. Fluo-8 calcium fluorescence; scaled to maximal ATP response, vehicle zero; in the data active = activation above about 15%;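 note: untransfected CHO-K1 host cells lacking M1 receptor as counterscreen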
M1 PAM parental: counter-screen for M1 PAMs: effect in parental CHO-K1 cells | ATP EC20, Fluo-8 calcium fluorescence; 0% at ATP EC20, 100% at ATP max | activation, % at 3 µM | 360,000 tested, 0.02% active | AID 602247;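 active = activation above the run cutoff, the mean activation of all test compounds plus 3 SD, cut at about 40% in these data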;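 note: peak over basal fluorescence ratio in a 140 s read after ATP addition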
M4 antag: blocks acetylcholine activation of human M4 receptor; inhibition, % at 3 µM; 360,000 tested, 0.73% active; P08173; CHO-hM4 cells, ACh EC80, Fluo-8 calcium fluorescence; AID 624125;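 active = inhibition above its plate's cutoff, the mean inhibition of sample wells plus 3 SD, cut at about 27% in these data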;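 note: 0% = acetylcholine EC80 with DMSO and 100% = DMSO without agonist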
M5 PAM: CHRM5 positive allosteric modulation; P08912; CHO-K1 hM5, Fluo-8 calcium, ACh EC20 PAM; 0% = ACh EC20, 100% = ACh EC100; activation, % at 3 µM; 360,000 tested, 0.3% active; AID 624038;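 active = activation above the run cutoff, the mean activation of all test compounds plus 3 SD, cut at about 18% in these data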
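system = human M5 receptor in CHO-K1 cells | reagent = EC20 acetylcholine as agonist stimulus | compound dosing = single-point, 3 µM nominal | incubation = Fluo-8 loading 80 min at 37 °C plus 30 min room temperature | detection = Fluo-8 calcium dye fluorescence, kinetic read | benchmarks = low control EC20 acetylcholine (0%), high control EC100 acetylcholine (100%)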
* = called active by the depositor. Not a hit list; 2.7% or so of the library scored in one or more.

Compound,CHRM4 agonist,CHRM4 PAM,CHO-K1 Ca antag,CHRM5 antagonist,CHRM5 agonist,M1 ag parental,M1 PAM parental,M4 antag,M5 PAM
CN(CCc1ccccc1)Cc1nc(-c2cnccn2)no1,3,10,-8,3,-2,0.2,10,-8,3
CC1=NN(c2ccccc2)C(=O)C1C(=O)c1ccc([N+](=O)[O-])cc1 (stereo unspecified),2,4,-9,-4,0,1.4,19,-6,-2
N#Cc1c(N)n(CCc2ccc(F)cc2)c2nc3ccccc3nc12,8,-3,-1,6,3,1.2,11,3,1
CCCCNC(=O)Cc1c(OC)ccc2cc(Br)ccc12,0,2,-5,5,-2,0.0,21,5,-1
CC(OC(=O)C12CCC(=O)N1c1ccccc1S2)C(=O)Nc1cccc(Cl)c1 (stereo unspecified),2,4,-8,15,-2,0.9,-5,-4,-2
O=C(c1ccncc1)N1N=C(c2ccc(Br)cc2)CC1c1ccccc1O (stereo unspecified),11,-13,10,32*,-3,1.2,0,6,-9
O=C1CC(N2CCSCC2)C(=O)N1c1ccccc1 (stereo unspecified),1,-2,10,3,-2,-0.5,-2,-4,0
COc1ccc(Oc2nc(C)cc(C)c2S(C)(=O)=O)cc1,0,-4,3,1,0,0.3,8,3,-1
CCSc1ccccc1C(=O)Nc1nc2ccccc2c(=O)[nH]1,8,-7,-1,-9,3,3.5,4,0,-7
Cc1cccc(CN2[C@@H](CC(C)C)COCCS2(=O)=O)c1,1,4,-13,-1,-4,-0.2,9,8,3
Cc1ccc(Oc2ccc(Cl)cc2NC(=O)c2ccc(F)cc2F)cc1,0,4,22,-3,1,-1.0,-10,0,2
CCCCN1C(=O)C(CC(=O)NCCCCc2ccccc2)CC(C(=O)N2CCOCC2)=C1C (stereo unspecified),0,9,-4,-2,-2,0.2,12,-12,0
C=C(CC[C@@H](O)C(C)(C)O)[C@H]1CC[C@]2(C)[C@@H]1CCC1[C@@]3(C)CC[C@H](O)C(C)(C)C3CC[C@]12C (stereo partly specified),0,1,-9,5,3,-0.1,12,2,1
Cc1ccc(NC2=NCC(Cc3ccc(Br)cc3)S2)cc1 (stereo unspecified),8,-15,-8,10,-2,9.6,29,2,-8
O=C(CCCN1C(=O)/C(=C/c2cccs2)SC1=S)Nc1ccc(O)cc1,6,-6,0,7,2,2.3,-8,11,-5
Cc1ccc(NC(=O)c2cc(NC(=O)CCC(=O)O)ccc2N2CCCCC2)cc1,0,1,-5,-7,-2,0.2,16,3,6
O=C(c1ccccc1)N(CCO)Cc1cc2cc3c(cc2[nH]c1=O)OCCO3,0,-1,1,8,0,0.5,17,-1,-1
Fc1ccc(CNc2ncnc3c2cnn3-c2ccccc2)cc1,3,3,8,10,-2,0.5,-4,-6,0
CCOC(=O)C1=C(C)N=C2SC(C)C(=O)N2C1c1ccc(OC(C)=O)c(OC)c1 (stereo unspecified),1,4,-4,-7,-3,0.8,25,1,8
CCc1cccc2c(C(=O)COC(=O)c3ccccc3)c[nH]c12,6,-8,-1,6,0,4.3,19,0,-5

4 compounds drawn at random from the list so far:
Compound,CHRM4 agonist,CHRM4 PAM,CHO-K1 Ca antag,CHRM5 antagonist,CHRM5 agonist,M1 ag parental,M1 PAM parental,M4 antag,M5 PAM
Cc1ccc(NC(=O)c2cc(NC(=O)CCC(=O)O)ccc2N2CCCCC2)cc1,0,1,-5,-7,-2,0.2,16,3,6
C=C(CC[C@@H](O)C(C)(C)O)[C@H]1CC[C@]2(C)[C@@H]1CCC1[C@@]3(C)CC[C@H](O)C(C)(C)C3CC[C@]12C (stereo partly specified),0,1,-9,5,3,-0.1,12,2,1
CCCCN1C(=O)C(CC(=O)NCCCCc2ccccc2)CC(C(=O)N2CCOCC2)=C1C (stereo unspecified),0,9,-4,-2,-2,0.2,12,-12,0
CC1=NN(c2ccccc2)C(=O)C1C(=O)c1ccc([N+](=O)[O-])cc1 (stereo unspecified),2,4,-9,-4,0,1.4,19,-6,-2

More records.
Compound,CHRM4 agonist,CHRM4 PAM,CHO-K1 Ca antag,CHRM5 antagonist,CHRM5 agonist,M1 ag parental,M1 PAM parental,M4 antag,M5 PAM
CC(OC(=O)c1cccc(-n2cnnn2)c1)C(=O)Nc1cccc(Cl)c1 (stereo unspecified),8,-1,7,2,-3,1.7,3,3,-7
CCOC(=O)C1CCCN(C(=O)CS(=O)(=O)Cc2ccccc2)C1 (stereo unspecified),0,-2,-4,7,0,-0.1,10,2,-12
CCc1nc2ccc(F)cc2c(C(=O)NC2CCCCC2C)c1C (stereo unspecified),-1,20,14,7,-2,-0.1,-1,7,0
COc1ccc(C(=O)C(C)OC(=O)CNC(=O)c2ccco2)cc1 (stereo unspecified),3,7,-13,-4,1,0.1,6,-12,1
CCOc1ccc2oc(-c3ccccc3)c(C(=O)N3CCN(CCO)CC3)c2c1,12,2,0,-6,4,3.7,6,7,-14
CC(C)(C)NC(=O)CSc1nnc(Cc2ccccc2)n1CC1CCCO1 (stereo unspecified),1,-6,-15,5,5,0.2,-2,10,1
COc1ccc(C(=O)COC(=O)CCN2C(=O)C3C4C=CC(C5CC45)C3C2=O)cc1 (stereo unspecified),16,-5,-6,11,5,10,20,4,-5
O=C1OCC(c2ccccc2)=C1c1ccccc1,1,2,-10,0,-3,0.5,3,2,1
COc1cc(C=C(C#N)c2ccc([N+](=O)[O-])cc2)ccc1O,5,4,-6,3,1,2.2,13,-1,-4
O=C(/C(=C(\[O-])c1ccccc1)[n+]1ccc2ccccc2c1)c1ccccc1,2,10,-3,1,0,3.9,16,-1,2
CC(C)(C)c1ccc(C(=O)NCCN2CCOCC2)cc1,5,-3,-11,10,0,1.9,13,4,0
N=c1sccn1CC(=O)NC(=O)NC1CCCC1,1,3,3,3,-2,0.9,16,0,2
CCn1c2ccc(F)cc2c2nnc(NN)nc21,0,-11,-1,-2,-1,0.4,9,11,0
CCCCNc1c(-c2ccc(OC)c(SC3CCCCC3)c2)nc2cnccn12,7,-12,-30,18,-7,-0.2,-2,22,-18
CC(=O)Nc1cccc(C(=O)N/N=C/c2cccnc2)c1,-1,0,-3,11,-6,0.5,5,-2,-7
Cc1[nH]nc2c1C(c1ccc3c(c1)OCO3)C(C#N)=C(N)O2 (stereo unspecified),0,6,-5,-11,0,-0.1,9,8,1
O=C(OCC(=O)N1CCCc2ccccc21)c1cccc(C(F)(F)F)c1,2,8,0,0,-7,0.8,2,-3,6
CC(OC(=O)C1CC1)C(=O)Nc1ccc([N+](=O)[O-])cc1Cl (stereo unspecified),-1,-17,-4,11,0,0.0,-11,9,-5
Cc1nn(C)c(C(=O)N/N=C/c2cccnc2)c1Cl,0,-3,2,-3,1,-0.1,-8,17,1
O=C(Nc1cc(Cl)ccc1O)C1CC(c2ccccc2O)=NO1 (stereo unspecified),2,-4,-15,6,-6,0.9,15,-2,-5
CC(=O)c1ccc2c(c1)C1C=CCC1C(C(=O)O)N2 (stereo unspecified),4,-12,2,-1,1,-0.3,-3,6,1
Cc1ccc(-c2cn(-c3ccc(OC(F)F)cc3)c3[n+]2CCCCC3)cc1,-1,-26,6,10,-13,-0.2,-9,-17,3
Cc1c(N2C(=O)CSC23C(=O)Nc2ccccc23)c(=O)n(-c2ccccc2)n1C (stereo unspecified),3,8,-6,-1,1,1.1,21,-5,0
O=C(CN1CCCCC1)NCCNc1ccc(C(F)(F)F)cc1[N+](=O)[O-],4,-4,-12,1,-5,2.7,21,-1,2
COc1ccc(CNC(=O)c2cccc3c(-c4cccc(C(N)=O)c4)coc23)cc1OC,21,-10,26*,27*,9,11,-14,21,-17
O=C(NCc1cccnc1)C1CCN(S(=O)(=O)c2cc([N+](=O)[O-])ccc2Cl)CC1,3,3,-5,9,-3,0.2,7,4,-12
CC1C=CCC2C(=O)N(c3cccc(C(=O)Nc4ccc(Br)cc4)c3)C(=O)C12 (stereo unspecified),15,-6,-7,5,0,6.3,10,-4,-6
CCn1c(-c2ccsc2)nc2c1c(=O)[nH]c(=O)n2Cc1ccccc1,1,3,-6,-1,0,-0.1,12,1,0
CN1CCN(S(=O)(=O)c2cccc(C(=O)Nc3ccccc3N3CCCC3)c2)CC1,1,-3,-9,3,-3,0.7,-7,9,-2
c1coc(-c2cnc3ccccc3n2)c1,1,0,-4,-2,2,0.7,12,0,3
CN1/C(=C\C(=O)COC(=O)CN2C(=O)C3CC=CCC3C2=O)C(C)(C)c2ccccc21 (stereo unspecified),8,9,0,6,-1,2.4,1,-6,-12
O=C(Nc1ccc(Br)cc1)c1cc([N+](=O)[O-])cc([N+](=O)[O-])c1,7,-1,-3,8,4,1.8,1,-8,-6
CCC1C(=O)NCCN1C(=O)c1cccc(OC2CCN(S(=O)(=O)N(C)C)CC2)c1 (stereo unspecified),3,5,-2,0,1,1.3,-9,-5,0
O=C(CCn1c(=O)[nH]c2ccsc2c1=O)NCc1ccc(F)cc1,0,-7,-9,5,-4,0.8,-7,7,3
CCC(=O)N=c1sc2ccccc2n1-c1ccccc1,3,-1,2,-9,0,0.9,11,7,-5
COc1ccc(-c2cc(C(F)(F)F)c3c(N)c(C(=O)NCCSC)sc3n2)cc1,1,2,-4,10,1,2.4,20,2,-3
O=C(NNC(=O)c1cccc(C(F)(F)F)c1)c1ccncc1,1,5,-3,3,-6,-0.1,6,-1,2
Cc1cc(=O)oc2c3c(cc(OCC(=O)NCC4CCC(C(=O)O)CC4)c12)OC(C)(C)CC3 (stereo unspecified),1,8,-3,2,1,1.4,22,-10,-2
CCOC(=O)C1CCCN(c2c(NCCc3ccccc3)c(=O)c2=O)C1 (stereo unspecified),1,-4,-12,0,0,0.8,26,-1,4
Fc1cccc(NC(=S)NC2CCCCCCC2)c1,14,-6,14,27*,4,7.7,-17,-7,-17
Cc1cc(C)c2oc(-c3ccc(C)c(NC(=S)NC(=O)c4cccs4)c3)nc2c1,1,3,13,2,0,-0.1,0,-2,-8
O=C(CCS(=O)(=O)c1ccc(Cl)cc1)Nc1ccccc1Br,1,5,-23,4,-5,2.8,-5,-20,1
COc1ccc(C2C(C#N)=C(C)NC3=C2C(=O)CC(C)(C)C3)cc1 (stereo unspecified),5,-2,0,0,-4,3.0,8,-10,-10
O=C1CCC2c3[nH]c4ccccc4c3CCN12 (stereo unspecified),1,-2,22,0,-1,0.5,-13,3,-2
CSc1cnc2c(=O)n(C)c(=O)[nH]c2n1,0,15,-6,-1,2,-0.2,4,-12,18
Clc1ccc(-c2nnc3sc(Cc4cccs4)nn23)cc1,-1,7,-4,-2,-3,1.0,24,-1,1
O=C(NC1CCCCC1)c1ccccc1NC(=O)C1CC1,1,17,20,2,5,-0.4,-8,-2,-1
Clc1ccc(CCNc2nc3ccccc3s2)cc1,-1,2,-8,1,-11,-0.3,1,-6,-14
CCc1nnc(NS(=O)(=O)c2ccc(NC(=O)c3ccccc3C)cc2)s1,0,10,-6,2,0,-0.3,-2,6,2
O=C(CN(C(=O)CCC(=O)Nc1ccccn1)C1CCCC1)NCc1ccc(F)cc1,1,4,-17,2,0,1.4,4,-9,2
CCOC(=O)N1CCN(C(=O)/C(=C\c2ccc(SC)cc2)NC(=O)c2ccccc2)CC1,3,2,-6,6,2,0.1,3,7,-7

Screening data as filed in PubChem.
